# Compound activity: PubChem BioAssay, several laboratories
# p-CIP stab down: p/CIP protein destabilization; decrease of EGFP signal, % at 10 µM; F442A p/CIP-EGFP cells, EGFP fluorescence, 16 h; 290,000 tested, 0.01% active; Q05BA5;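 active means EGFP signal decrease of at least 30% at 10 µM or well 3 SD below plate mean, unless failing retest; inactive means the rest, including hits failing retest or dose response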; further: some compounds called inactive have numbers as strong as hits; many of its hits are not listed in these tables
# PHOSPHO1 block: PHOSPHO1 (human) inhibition; AID 1565; 290,000 tested, 1.1% active; inhibition, % at 13.3 µM; recombinant PHOSPHO1, absorbance phosphatase assay; in the data active means inhibition above about 60%
# Target sequence (Q8TCT1 whole entry, looked up): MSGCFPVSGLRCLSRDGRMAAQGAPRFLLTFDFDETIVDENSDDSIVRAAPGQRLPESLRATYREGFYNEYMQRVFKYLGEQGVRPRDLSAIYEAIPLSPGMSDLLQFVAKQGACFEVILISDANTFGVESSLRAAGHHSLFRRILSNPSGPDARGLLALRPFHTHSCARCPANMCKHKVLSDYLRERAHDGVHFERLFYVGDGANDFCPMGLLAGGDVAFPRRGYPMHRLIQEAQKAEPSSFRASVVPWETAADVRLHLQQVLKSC
# IMP-1 inhibitor: blocks Pseudomonas aeruginosa IMP-1 metallo-beta-lactamase. purified IMP-1, nitrocefin hydrolysis, epi-absorbance fluorescence. inhibition, % at 5.6 µM. 290,000 tested, 0.45% active. AID 1556;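 active means inhibition above the mean plus 3 SD of all compounds in the same screening run, cut at about 4.5% in these data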;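 further: 0% = IMP-1 with DMSO and 100% = DMSO wells lacking enzyme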
#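 Assay system: purified IMP-1; Quantity: IMP-1 0.2 nM before substrate addition; Medium: HEPES buffer pH 7.1 with ZnSO4 and Brij 35; Incubation: 15 min enzyme–compound preincubation, then 25 min nitrocefin reaction, 25 °C; Signal: fluorescence quenching readout, ex 480/em 530 nm; Controls: DMSO with and without IMP-1; Repeats: singlicate testing.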
# IDE act: IDE (human) activation, cell-based | P14735 | HEK cells, FAbeta-B cleavage, fluorescence polarization; 0% vehicle, 100% cell-free pure enzyme wells | activation, % at 5.96 µM | 340,000 tested, 0.073% active;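 active means activation above the mean of all tested compounds plus 3 SD, set per screening campaign, cut at about 17% in these data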
# NS3 helicase inh: inhibitors of Hepatitis C virus NS3 helicase; NS3 helicase DNA unwinding, Cy5 molecular beacon fluorescence; inhibition, % at 10.9 µM; 290,000 tested, 0.56% active; AID 1800;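 active means inhibition above the mean of all tested compounds plus 3 SD, set per campaign, cut at about 35% in these data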;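 further: 0% = DMSO wells and 100% = thioflavine S control wells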
#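 test system = hepatitis C virus NS3 helicase domain fragment enzyme | reagent = annealed dual-labelled DNA beacon duplex, ATP-started | times = 1 h at 25 °C | detection = Cy5 fluorescence, 0 and 60 min reads | read-out basis = percent inhibition from t60/t0 fluorescence ratio | control set = DMSO and thioflavine S | replication = one well per compound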
# FID counter: fluorescent intercalator displacement, NS3 helicase counter-screen; AID 1845; DNA fluorescent intercalator displacement, fluorescence; inhibition, % at 7.9 µM; 290,000 tested, 0.17% active; in the data active means inhibition above about 37%;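 further: 0% = vehicle and 100% = reference compound; higher means more ethidium bromide displaced from hairpin DNA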
# UBC9 SUMO inh: inhibitors of human SUMOylation (UBC9). P63279. HTRF SUMOylation assay, SAE1/SAE2 + UBC9, in vitro. inhibition, % at 35 µM. 290,000 tested, 0.36% active. AID 2006; in the data active means inhibition above about 50%, passing the limit was not always enough; further: strong numbers were not always called active
# Target sequence (P63279 whole entry, looked up): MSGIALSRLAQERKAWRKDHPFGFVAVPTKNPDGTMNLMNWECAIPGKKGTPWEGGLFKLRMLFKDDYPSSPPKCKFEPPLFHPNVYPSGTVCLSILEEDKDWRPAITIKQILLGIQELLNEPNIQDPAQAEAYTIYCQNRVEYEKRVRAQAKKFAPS
# MEKK3 PB1 HTS: modulators (inhibitors or enhancers) of MEK5 binding to human MEKK3 PB1 domain | Q99759 | binding response (% of control), % at 10 µM | 290,000 tested, 1.4% active | bead-based flow cytometry, Alexa488-MEK5 binding to MEKK3; actives lie on both sides; 0 = blocked by unlabeled MEK5, 100 = vehicle;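 active means binding response more than 3 SD above or below the average of its plate-row segment, actives on both sides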;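 further: Alexa488 bead fluorescence after subtracting the streptavidin-only scavenger bead signal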
# Target sequence (Q99759 whole entry, looked up, the tested form may be a part): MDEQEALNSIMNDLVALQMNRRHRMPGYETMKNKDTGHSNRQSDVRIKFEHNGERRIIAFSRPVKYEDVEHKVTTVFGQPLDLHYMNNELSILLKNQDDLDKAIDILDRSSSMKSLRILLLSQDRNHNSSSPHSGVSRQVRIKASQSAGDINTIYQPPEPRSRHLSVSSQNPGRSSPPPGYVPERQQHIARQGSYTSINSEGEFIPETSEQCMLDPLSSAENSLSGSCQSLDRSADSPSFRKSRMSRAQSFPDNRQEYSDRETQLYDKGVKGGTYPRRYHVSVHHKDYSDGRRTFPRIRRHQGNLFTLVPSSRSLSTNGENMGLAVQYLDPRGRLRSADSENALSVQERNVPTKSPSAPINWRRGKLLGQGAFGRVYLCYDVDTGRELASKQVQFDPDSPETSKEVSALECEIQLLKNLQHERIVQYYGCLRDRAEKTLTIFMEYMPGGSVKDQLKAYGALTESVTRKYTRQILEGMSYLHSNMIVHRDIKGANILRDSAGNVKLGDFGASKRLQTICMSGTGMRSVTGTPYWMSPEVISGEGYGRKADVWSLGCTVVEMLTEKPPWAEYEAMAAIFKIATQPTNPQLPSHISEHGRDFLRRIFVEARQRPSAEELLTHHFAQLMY
# VIM-2 inh: inhibitors of Pseudomonas aeruginosa VIM-2 metallo-beta-lactamase | purified VIM-2, nitrocefin hydrolysis, epi-absorbance fluorescence | inhibition, % at 5.6 µM | 290,000 tested, 0.89% active | AID 1527;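 active means inhibition above the mean of all tested compounds plus 3 SD, cutoff set per screening run, cut at about 7.5% in these data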;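 further: red hydrolysis product quenches plate fluorescence so inhibitors raise well fluorescence; 0% = enzyme with DMSO and 100% = DMSO without enzyme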
# Starred values were filed as active, the others as inactive; x = no result given. These rows are one share of the data; rates above refer to the full screens.
SMILES	PHOSPHO1 block	VIM-2 inh	NS3 helicase inh	MEKK3 PB1 HTS	IMP-1 inhibitor	IDE act	p-CIP stab down	UBC9 SUMO inh	FID counter
CSc1ccc(CNc2ccc(C)c(C)c2)cc1	-2.8	-7.1	1.6	107.0	-2.1	1.3	-11.1	0.0	0.6
COC(=O)C1=NNC2C(=O)N(c3ccc(C)cc3)C(=O)C12 (stereo unspecified)	44.8	-2.1	-9.1	102.0	-4.1	-0.2	12.4	5.8	2.5
O=C(CCSCCC(=O)NCc1ccccc1)NCc1ccccc1	3.0	0.5	-5.8	101.0	-1.5	-0.3	-1.2	-4.1	2.5
Cc1c(C(=O)O)cccc1-c1ccc(C=O)o1	-4.4	-1.8	0.6	104.0	-2.4	2.2	-5.1	2.8	-1.6
CS(=O)(=O)N(CC(=O)NCCSCc1ccccc1)c1ccccc1F	x	-0.5	4.7	105.0	-5.0	0.5	-9.4	-6.6	-16.2
Cc1noc(C)c1S(=O)(=O)N1CCC(C(=O)NCCN2CCC(C)CC2)CC1	-11.4	-3.9	-1.3	106.0	-3.9	5.5	-8.3	13.6	3.7
Cc1ccc(OCCOCCN2CCN(C)CC2)c(C(C)(C)C)c1	14.1	-4.3	-24.5	103.0	-1.2	6.6	-18.8	21.2	17.6
CCOc1ncccc1C(=O)N(C)CC(=O)Nc1ccc(F)cc1	1.1	-0.1	0.6	102.0	-1.6	1.8	-10.1	-0.6	-0.4
COCc1cc(C)c2c(N)c(C#N)sc2n1	2.3	1.6	-2.1	103.0	-0.8	2.0	-12.9	33.5	1.0
O=C(CN1CCN(c2ccccn2)CC1)Nc1ccccc1	7.8	-3.7	5.2	103.0	-3.7	3.6	-16.1	12.1	-8.9
CSc1ccccc1NC(=O)c1cc(-c2cccs2)on1	6.2	0.2	-1.9	103.0	-0.1	6.5	-3.6	20.1	-3.9
CC(=O)NCCC(=O)N(C)CC1CCN(CCc2cccc(C(F)(F)F)c2)CC1	x	-2.5	10.9	107.0	-4.0	2.8	-10.0	13.2	-7.0
CCCC(=O)Nc1nn(C)c2nc3cc(C)ccc3cc12	-4.1	x	x	101.0	x	x	-9.4	34.2	x
O=c1c(N2CCOCC2)nsnc1N1CCOCC1	-0.2	-1.1	-0.1	96.0	-1.4	-4.2	-7.6	16.3	-3.0
Cc1nn(C(=O)c2ccco2)c(C)c1Br	-11.5	-0.3	8.0	103.0	-2.5	1.0	-3.4	8.5	0.6
CCC[C@H]1COCCS(=O)(=O)N1Cc1ccccc1	-18.6	0.1	-3.4	98.0	-1.4	5.6	10.1	-9.1	-22.6
NC(=O)C1CCN(C(=O)c2ccc3c(c2)S(=O)(=O)c2ccccc2C3=O)CC1	28.0	1.1	22.3	104.0	-2.3	-3.3	-12.2	9.4	-11.7
CCc1ccc(NC(=O)c2ccccc2SC)cc1	47.1	2.0	3.4	75.0	-0.7	6.1	3.6	20.8	-5.8
COc1cccc(CN(C(=O)c2ccco2)C(C(=O)NC2CCCC2)c2cccnc2)c1 (stereo unspecified)	-11.6	-0.6	-7.3	82.0	-3.3	3.8	-2.5	7.8	-20.3
Cc1ccc(S(=O)(=O)N2CCC(=O)N(CCOCc3cccc(F)c3)CC2)cc1	-8.6	-0.8	-3.3	90.0	-3.1	-7.4	-3.9	18.7	-34.2
CCOc1cccc(/C=N/NC(=O)c2cc(C3CC3)[nH]n2)c1O	19.9	-6.7	3.4	103.0	-2.4	-0.7	3.5	11.0	-23.1
COc1ccc(CNC(=O)CN(C(=O)CCC(=O)Nc2ccccn2)c2cccc(C)c2)cc1	21.6	-1.8	-14.7	102.0	-2.4	4.8	-4.2	-6.6	7.9
O=S(=O)(NC1=NCCCCC1)c1ccc2ccccc2c1	-15.9	-1.4	-7.2	109.0	-3.4	4.6	-3.5	-0.8	-8.6
Cc1ccc(S(=O)(=O)NC2=NCN(CCN3CCOCC3)CN2)cc1	-1.5	-1.3	1.2	112.0	-1.7	-0.1	-5.9	18.2	-4.1
C=CCc1cc(C)ccc1OCCCC(C(=O)OCC)C(=O)OCC	-2.8	-0.6	-1.3	104.0	-3.6	3.0	-5.0	-15.3	-1.7

# Continued:
SMILES	PHOSPHO1 block	VIM-2 inh	NS3 helicase inh	MEKK3 PB1 HTS	IMP-1 inhibitor	IDE act	p-CIP stab down	UBC9 SUMO inh	FID counter
CCCC1C2CN(C(C)C)CC=C2C(C#N)=C(N)C1(C#N)C#N (stereo unspecified)	-10.6	1.2	-1.8	x	2.4	3.5	-14.8	32.9	-4.8
CC1S/C(=N/N=C/c2ccco2)NC1=O (stereo unspecified)	18.3	-4.8	1.5	99.0	-4.4	5.1	9.4	23.4	-2.4
CCn1c(-c2cc(OC)c(OC)c(OC)c2)n[nH]c1=S	-36.8	-2.8	-3.1	98.0	-3.8	-3.1	-8.8	5.4	-4.3
O=C(O)CSc1nnc(COc2cccc3cccnc23)n1-c1cccc(C(F)(F)F)c1	18.0	-4.1	-1.2	101.0	-3.5	x	-6.5	7.0	-44.6
Cc1ccc(NS(=O)(=O)c2c(C)[nH]c(C)c2C(=O)N2CCCCC2)c(Cl)c1	27.6	-2.0	0.5	98.0	-1.1	-1.2	4.4	-9.0	-39.3
COC(=O)c1c(NC(=O)COC(=O)CNC(=O)c2ccco2)sc(C)c1C	-11.2	4.5	6.9	101.0	2.4	2.2	-6.4	-4.5	-14.4
N/C(=N\O)c1cn(Cc2ccccc2Cl)c2ccccc12	27.0	-2.5	0.9	100.0	-3.8	6.6	1.1	9.5	-6.2
COc1ccc(C(=O)N2CCCCC2)cc1S(=O)(=O)Nc1ccccc1	15.3	1.8	-0.1	91.0	0.6	-4.5	2.7	29.1	-21.0
CCCn1nc(C(=O)NCCN2CCOCC2)c2ccccc2c1=O	1.8	-2.8	5.6	98.0	-4.7	6.2	-5.0	-6.3	-1.7
S=C(c1ccc2c(c1)OCO2)N1CCCCCC1	9.1	-2.5	-10.7	97.0	-4.6	0.8	-3.0	23.4	-8.5
CC(C)=CCCC1=CCC(/C=N/NC(N)=O)C(C)C1 (stereo unspecified)	-8.8	-1.7	0.1	100.0	-2.9	3.3	-17.3	-4.3	2.3
COc1ccc(N=Cc2cccc(C)c2O)cc1Cl	1.1	-1.6	-0.8	103.0	-2.1	-1.5	3.8	2.0	2.0
O=c1[nH]c2ccccc2nc1/C=C/c1ccccc1	28.2	1.1	1.4	95.0	-0.4	-1.3	-5.5	13.6	1.1
CC1(CC(=O)N/N=C/c2ccc(OCc3ccc(Cl)cc3Cl)cc2)OCCCO1	48.9	-1.8	-18.0	104.0	-3.7	-0.6	-6.1	-17.6	-24.3
CCN(CC)S(=O)(=O)c1ccc(OC)c(NC(=O)CSc2cc(Cl)ccc2Cl)c1	-14.1	-1.0	-19.4	104.0	-1.3	-1.3	-8.8	-13.9	-21.7
CCCN(CCC)Cc1c(C(=O)N/N=C/c2ccncc2)nnn1-c1nonc1N	42.6	-3.1	-5.9	105.0	-3.7	0.0	6.2	10.5	-21.9
COc1ccc(CCNC(=O)C2CC(=O)N(c3ccc(C)cc3)C2)cc1 (stereo unspecified)	10.3	0.6	-6.2	100.0	0.2	5.5	-1.9	22.0	-22.6
COc1ccc(OC)c2[nH]c(=O)c(CCNC(=O)c3cccs3)cc12	-21.6	-1.4	-3.1	101.0	-2.6	-6.0	-12.0	11.5	-16.8
CCOC(=O)c1ccc(NC(=O)CSc2nc3sc(C(=O)O)c(C)c3c(=O)[nH]2)cc1	-3.9	0.7	0.8	95.0	1.3	-3.8	5.5	-3.0	-12.1
CCOC(=O)c1ccc(N2C(=O)C3C(/C=C/c4ccccc4)OC4(C(=O)c5ccccc5C4=O)C3C2=O)cc1 (stereo unspecified)	20.9	-0.5	30.8	100.0	-0.5	0.4	-7.1	-6.6	-25.4
CCN(CC)C(=O)C(C)N(C#N)c1nc(NC(C)C)nc(NC(C)C)n1 (stereo unspecified)	24.2	-4.3	-1.6	101.0	-2.5	4.0	2.2	19.5	-24.7
CCOc1ccc(S(=O)(=O)NCc2ccc3c(c2)OCO3)cc1NC(C)=O	34.8	-0.6	4.9	105.0	0.3	4.9	4.5	9.6	-10.3
O=C(CSc1ncn[nH]1)N1CCOCC1	-3.4	1.0	-0.8	101.0	-0.9	5.7	-7.9	19.4	5.1
CC(C)Oc1cccc(C(=O)NC(=S)Nc2cccc(C(F)(F)F)c2)c1	26.2	0.6	4.2	106.0	-0.2	0.3	6.6	-25.9	-4.5
Cc1cccc(NC(=O)C2CCN(c3ncnc4c3nc3n4CCCCC3)CC2)n1	42.6	2.1	18.5	102.0	1.5	4.6	-5.7	4.0	-44.8

# Molecules from the list above that contain a cyano group, in the order listed:
SMILES	PHOSPHO1 block	VIM-2 inh	NS3 helicase inh	MEKK3 PB1 HTS	IMP-1 inhibitor	IDE act	p-CIP stab down	UBC9 SUMO inh	FID counter
COCc1cc(C)c2c(N)c(C#N)sc2n1	2.3	1.6	-2.1	103.0	-0.8	2.0	-12.9	33.5	1.0
CCCC1C2CN(C(C)C)CC=C2C(C#N)=C(N)C1(C#N)C#N (stereo unspecified)	-10.6	1.2	-1.8	x	2.4	3.5	-14.8	32.9	-4.8
CCN(CC)C(=O)C(C)N(C#N)c1nc(NC(C)C)nc(NC(C)C)n1 (stereo unspecified)	24.2	-4.3	-1.6	101.0	-2.5	4.0	2.2	19.5	-24.7

# The main list resumes; the 2 compounds before the break are reprinted first.
SMILES	PHOSPHO1 block	VIM-2 inh	NS3 helicase inh	MEKK3 PB1 HTS	IMP-1 inhibitor	IDE act	p-CIP stab down	UBC9 SUMO inh	FID counter
CC(C)Oc1cccc(C(=O)NC(=S)Nc2cccc(C(F)(F)F)c2)c1	26.2	0.6	4.2	106.0	-0.2	0.3	6.6	-25.9	-4.5
Cc1cccc(NC(=O)C2CCN(c3ncnc4c3nc3n4CCCCC3)CC2)n1	42.6	2.1	18.5	102.0	1.5	4.6	-5.7	4.0	-44.8
Fc1ccccc1-n1cc(-c2ccccc2)[nH]c1=S	27.1	-4.6	-5.1	102.0	-3.6	0.8	-9.9	4.3	0.1
CC(C)CC1=NN2C(=N)/C(=C\c3coc4ccccc4c3=O)C(=O)N=C2S1	8.6	-0.5	26.6	76.0	-4.0	-31.8	4.3	-1.2	-11.7
CC(C)(C)c1[nH]nc2c1C(Cc1ccccc1)C(C#N)=C(N)O2 (stereo unspecified)	-10.1	-2.0	0.9	96.0	-5.5	-2.5	-5.8	-4.5	-10.4
CC(C)c1cccc(C(C)C)c1NC(=O)Cn1c(=O)cnc2ccccc21	12.3	-4.2	9.8	104.0	-3.4	2.9	-8.7	7.5	-16.0
COc1ccc(C(=O)NC(NC(=O)c2ccc(OC)cc2)c2ccccc2F)cc1	29.2	-2.7	2.3	104.0	-1.7	5.1	-10.4	16.7	-2.0
O=C1c2ccccc2-c2c1cccc2C(=O)N1CCCCC1	11.6	-1.8	0.4	105.0	2.0	1.2	1.6	0.1	-9.8
